Bioassay records from PubChem BioAssay.
RAD52 anneal inh – RAD52 (human) annealing inhibition; inhibition, % at 18.7 µM; 360,000 compounds, 0.46% hits; P43351; recombinant RAD52 DNA annealing, FRET fluorescence; AID 651710;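 active means every replicate showing at least 50% inhibition; inconclusive means mean inhibition at least 50% but not in every replicate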
PglD DTNB – blocks C. jejuni PglD acetyltransferase activity | purified PglD enzyme, DTNB colorimetric CoA detection | inhibition, % at 12.5 µM | 360,000 compounds, 0.098% hits; in the data active means inhibition above about 16%, passing the limit was not always enough; inconclusive means no clear call, values can overlap the other calls; further: strong numbers were not always called active
E-selectin induc – induces E-selectin expression in human endothelial cells; AID 686992; 260,000 compounds, 0.37% hits; P16581; HUVEC E-selectin immunofluorescence imaging; normalized: neutral wells 0, TNF-alpha wells 100; activation, % at 7.58 µM;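 active means mean E-selectin-positive cell signal at least 10% of the positive control, reached in at least 60% of replicates, without over 20% cell loss; inconclusive means no rule given, readout overlaps actives, possibly toxicity-flagged; inactive means the rest, including those meeting only one limit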;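 further: in these data hits start at about 27%; measured in HUVEC primary endothelial cells; signal is the percent of cells scored E-selectin positive by PE staining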
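System: HUVEC / Compound: single concentration / Signal: immunofluorescence imaging / Read-out: percent E-selectin-positive cells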
PGC1a acetyl inh – PGC1a acetylation modulation, inhibitor mode | U2OS PGC1a acetylation, AlphaScreen anti-acetyl-lysine; with virally co-expressed GCN5 acetyltransferase | 350,000 compounds, 0.17% hits | AID 651687 | inhibition, % at 15.6 µM;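 active means every replicate shows inhibition of at least 40%; inconclusive means mean inhibition at least 40% but some replicate below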;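 further: 0% = neutral control wells and 100% = positive control wells; some results beyond the cut were filed as inactive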
Cneo AK release – causes C. neoformans cell lysis. lysis activity, % at 15 µM. 360,000 compounds, 0.2% hits. adenylate kinase release luminescence, 4 h; normalised: neutral wells 0, clomiphene wells 100. AID 651654;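 active means mean lysis activity across replicates of at least 80%, whatever share of replicates individually reach that level; inactive means mean lysis activity below 80%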
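Material – Cryptococcus neoformans yeast cells · Quantity – 5 × 10^6 yeast cells/mL · Buffer or medium – YPD medium · Compound – single dose · Timing – 4 h static compound exposure, 37 °C, read 1 h post-reagent · Signal – adenylate kinase release luminescence · Read-out basis – lysis from increased AK signal · Benchmarks – Clomiphene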
ERAP1 HTS inh – blocks human ERAP1 aminopeptidase activity; inhibition, % at 10.7 µM; recombinant ERAP1, Leu-AMC fluorescence, 60 min; AID 652197; 340,000 compounds, 0.15% hits; Q9NZ08;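 active means mean replicate inhibition of at least 30%, or all replicates individually reaching that 30% level; inactive means mean below 30% and not every replicate reaching it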;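 further: 0% = neutral control wells and 100% = L-leucinethiol positive control wells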
Target sequence (Q9NZ08 whole entry, looked up): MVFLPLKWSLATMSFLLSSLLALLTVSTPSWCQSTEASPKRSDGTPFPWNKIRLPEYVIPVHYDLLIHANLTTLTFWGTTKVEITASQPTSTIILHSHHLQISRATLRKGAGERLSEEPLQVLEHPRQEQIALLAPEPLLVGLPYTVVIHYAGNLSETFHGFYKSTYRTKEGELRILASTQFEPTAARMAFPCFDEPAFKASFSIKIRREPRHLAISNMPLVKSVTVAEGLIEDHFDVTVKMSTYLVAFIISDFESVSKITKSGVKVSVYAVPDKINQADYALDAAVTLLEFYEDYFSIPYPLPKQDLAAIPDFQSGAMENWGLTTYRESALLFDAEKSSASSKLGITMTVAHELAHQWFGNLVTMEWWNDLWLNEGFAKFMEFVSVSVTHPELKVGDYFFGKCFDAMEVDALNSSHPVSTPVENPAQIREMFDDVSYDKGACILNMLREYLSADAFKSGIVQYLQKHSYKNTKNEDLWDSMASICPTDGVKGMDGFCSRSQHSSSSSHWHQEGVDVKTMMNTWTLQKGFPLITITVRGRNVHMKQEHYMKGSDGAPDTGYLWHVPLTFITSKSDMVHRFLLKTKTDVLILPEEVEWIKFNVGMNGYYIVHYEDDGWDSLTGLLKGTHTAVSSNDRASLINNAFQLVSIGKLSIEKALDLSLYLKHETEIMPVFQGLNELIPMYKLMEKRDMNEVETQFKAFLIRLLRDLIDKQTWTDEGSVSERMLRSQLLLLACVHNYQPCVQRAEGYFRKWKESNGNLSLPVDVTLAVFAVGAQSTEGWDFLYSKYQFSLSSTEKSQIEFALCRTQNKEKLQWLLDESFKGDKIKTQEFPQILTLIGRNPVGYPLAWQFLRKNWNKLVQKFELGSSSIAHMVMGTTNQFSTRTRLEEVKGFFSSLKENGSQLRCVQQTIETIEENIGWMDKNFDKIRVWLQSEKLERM
miR122 inh – miR-122 inhibition in Huh7 cells. 340,000 compounds, 0.3% hits. AID 602342. Huh7 miR-122 Renilla luciferase sensor, 48 h; neutral wells = 0, positive control = 100. activation (reporter increase), % at 12.5 µM;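 active means mean replicate activation score at least 90 and every replicate individually at or above 90; inconclusive means only one of the two criteria met; inactive means neither criterion met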;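 further: higher luciferase means less miR-122 activity so hits act as miR-122 inhibitors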
RAD54 branch – RAD54 (human) branch migration inhibition; inhibition, % at 10.4 µM; RAD54 Holliday junction branch migration, FAM/BHQ fluorescence; 360,000 compounds, 0.14% hits; Q92698; AID 602329;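 active means mean normalized replicate activity at least 40 and at least half of replicates scoring 40 or more; inconclusive means only one of the two criteria met; inactive means mean below 40 and under half of replicates reaching 40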;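 further: 0% = median of neutral control wells and 100% = median of positive control wells; inhibitors cause a drop in the FAM fluorescence signal; in these data hits start at about 50%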
* marks the source's active call; other numbers are inactive results; u = inconclusive; x = no result given; [ ] = remark or other dose.

SMILES | RAD52 anneal inh | PglD DTNB | E-selectin induc | PGC1a acetyl inh | Cneo AK release | ERAP1 HTS inh | miR122 inh | RAD54 branch
O=C(c1ccc2c(c1)OCO2)C1CCCN(Cc2ccccn2)C1 (configuration not stated) | -6 | 2 | -0.5 | 12 | 4 | -1 | -1 | x
CC(=NCCCn1ccnc1)c1c(O)n(C2CCCCC2)c(=O)[nH]c1=O | -12 | 10 | -1.5 | x | 1 | -5 | 1 | -5
Cc1ccc(OCCOc2cccc(C=C3C(=O)NC(=O)NC3=O)c2)cc1 | 0 | 1 | 0.3 | x | -3 | 4 | x | -1
C=CC[N+]1(C)CC[C@]23c4c5ccc(O)c4O[C@H]2C(=O)CC[C@@]3(O)[C@H]1C5 (some centres not stated) | -5 | 0 | -2.3 | 0 | 3 | 11 | 4 | -7
O=C1NC(=O)C(=Cc2ccc(N3CCOCC3)cc2)C(=O)N1 | -33 | 6 | x | 4 | 1 | 0 | -3 | -14
O=S(=O)(c1cc(Cl)cc(Cl)c1)N1Cc2cc(-c3ccccc3)ccc2-n2nncc2C1 | -23 | -5 | x | -2 | 1 | x | 7 | 3
O=C(O)COc1ccccc1 | -5 | 3 | x | -21 | 0 | 5 | -4 | 6
COC(=O)C1=C(c2ccc(F)cc2OCc2ccccc2)C[C@@H]2CC[C@H]1N2C(=O)NC1Cc2ccccc2C1 | -27 | -2 | -0.3 | -4 | -1 | -3 | -3 | 4
O=C(Cn1ncn2c(cc3cc(F)ccc32)c1=O)N1CCC2(CC1)OCCO2 | 1 | 2 | x | -6 | 2 | -2 | 2 | -9
CC(=NCCCN1CCOCC1)c1c(O)n(-c2ccccc2C)c(=O)[nH]c1=O | x | 3 | x | 6 | 1 | x | 13 | 1
CC(=O)N1CCN(CCN=Cc2c(O)n(-c3ccc(C)cc3)c(=S)[nH]c2=O)CC1 | -16 | -2 | -1.7 | 4 | 0 | -2 | x | 5
CCOC(=O)[C@@H]1[C@H]2COc3ccc(Br)cc3[C@@H]2N2C(=O)N(c3cccc(C)c3)C(=O)[C@]12C | -6 | -2 | x | x | 3 | -1 | x | 4
Cc1cccc(N2C(=O)/C(=C/N3CCN(C(=O)c4ccco4)CC3)C(=O)NC2=S)c1 | x | 1 | x | 1 | 1 | x | 3 | -50
CCC(=O)OC1CCC2C3CCC4CC(=O)C=CC4(C)C3CCC12C (configuration not stated) | -2 | x | 1.9 | 1 | x | -2 | -2 | x
CCOc1ccc(CNCCc2ccc3c(c2)OCO3)cc1 | -1 | 5 | 0.2 | -8 | -1 | -2 | -3 | -4
O=C(C1CC(c2ccccc2O)=NO1)N1CCC2(CC1)OCCO2 (configuration not stated) | x | 5 | x | 1 | 0 | x | -2 | 9
O=C(Cn1nc(-c2ccccc2)ccc1=O)N1CCC2(CC1)OCCO2 | -7 | -1 | -3.5 | x | 1 | -1 | -5 | 4
O=C(O)[C@@H]1[C@@H](CO)[C@@H]2Cn3c(ccc(-c4ccccc4)c3=O)[C@H]1N2S(=O)(=O)c1ccccc1F | -11 | 0 | -0.1 | x | -3 | 1 | -4[16.7 µM] | -2
N#C/C(=C\c1ccc(O)cc1)C(=O)O (tested in a mixture with another compound) | -5 | -2 | -0.2 | -25 | -1 | -1 | -4 | -4
CC(C)N1CCN(Cc2cccc3c2OCO3)CC1CCO (configuration not stated) | -4 | 21* | -0.3 | 2 | 3 | -1 | -13 | -2
COc1ccc2c(c1OC)C(=O)OC2C1c2cc3c(cc2CCN1C)OCO3 (configuration not stated) | 5 | 5 | 0.0 | 23 | -4 | 4 | 1 | -6
COc1ccccc1CCNCc1cccc(C(F)(F)F)c1 | -12 | 6 | x | 4 | 2 | -5 | -4 | -13
CC1=CC(=C2C(=O)NC(=S)NC2=O)C=C(C(F)(F)F)N1C | x | -5 | x | -6 | 2 | x | -2 | -1
CCC(c1nnnn1C(C)(C)C)N1CCC2(CC1)C(=O)NCN2c1ccccc1 (configuration not stated) | -17 | -1 | 7.1 | -23 | -2 | x | 0 | 6
COc1ccc(N2C(=O)/C(=C/c3cc(C)n(-c4ccc(C)cn4)c3C)C(=O)NC2=S)c(OC)c1 | -29 | x | 3.7 | -1 | x | 5 | -5 | x

2 records picked at random from the list so far:
SMILES | RAD52 anneal inh | PglD DTNB | E-selectin induc | PGC1a acetyl inh | Cneo AK release | ERAP1 HTS inh | miR122 inh | RAD54 branch
COc1ccc(N2C(=O)/C(=C/c3cc(C)n(-c4ccc(C)cn4)c3C)C(=O)NC2=S)c(OC)c1 | -29 | x | 3.7 | -1 | x | 5 | -5 | x
CC(=NCCCN1CCOCC1)c1c(O)n(-c2ccccc2C)c(=O)[nH]c1=O | x | 3 | x | 6 | 1 | x | 13 | 1

Continuation:
SMILES | RAD52 anneal inh | PglD DTNB | E-selectin induc | PGC1a acetyl inh | Cneo AK release | ERAP1 HTS inh | miR122 inh | RAD54 branch
Cc1ccc(C2N(c3cc(C)on3)C(=O)C3CCCN32)cc1 (configuration not stated) | x | 7 | x | 18 | 5 | x | 1 | 3
O=c1[nH]c(=S)[nH]c(O)c1N=Nc1cc(S(=O)(=O)Nc2ccc(Cl)cc2)ccc1Cl | -14 | 4 | x | -5 | 0 | 2 | -5 | 5
CC(=O)O[C@H]1CCC2C3CC[C@H]4[C@@H](O)[C@H](O)CC[C@]4(C)C3CC[C@@]21C (some centres not stated) | -6 | x | -0.4 | 6 | x | -2 | -6 | x
CNC(=O)ON(C(=O)NC)C1N(C)C(=S)SC1(C)C (configuration not stated) | x | x | x | 9 | 0 | x | 1 | 5
CCOc1cccc(=NC2CCCCC2)c2c(C)[nH]c(C)c12 | 79* | 5 | -2.0 | 2 | 3 | 2 | -19 | 77*
CCC(=O)OC1(c2ccccc2)CCN(C)CC1C (configuration not stated) | -18 | x | x | 3 | x | 3 | -2 | x
O=C1NCN(c2ccccc2)C12CCN(C(c1ccccc1OC(F)(F)F)c1nnnn1Cc1ccccc1)CC2 (configuration not stated) | -2 | -3 | -6.1 | -16 | 2 | x | 17 | 10
O=c1[nH]c2ccccc2n1C1CCN(C(c2ccccc2OC(F)(F)F)c2nnnn2Cc2ccccc2)CC1 (configuration not stated) | -5 | 0 | 0.1 | -28 | 0 | 1 | 3 | 1
Clc1cccc(N2CCNCC2)n1 | -13 | x | 0.3 | -3 | x | -4 | x | x
O=C(CN1CCCCC1)c1ccccc1Cl | -9 | 3 | -1.5 | 2 | -7 | 1 | 1 | -5
COC(=O)C1=C(c2cccc(Cl)c2)C[C@@H]2CC[C@H]1N2C(=O)N1CCCC1 | -13 | 4 | 0.0 | 7 | 1 | -2 | 0 | 5
CN1[C@@H]2c3cccc(=O)n3C[C@H]1[C@H](CO)[C@H]2C(=O)NCC1CC1 | -2 | 1 | 0.0 | x | -5 | 4 | x | 1
Cc1ccc(NP(=O)(Oc2ccccc2F)Oc2ccccc2F)cc1 | x | 1 | x | 5 | 3 | x | 37 | -3
CC(C)c1c(CN(C)C(C)Cc2ccccc2)n(C)n(-c2ccccc2)c1=O (configuration not stated) | 4 | 1 | 0.0 | 8 | 2 | 0 | -5 | 5
O=C(NC(=C(Cl)Cl)P(=O)(c1ccccc1)c1ccccc1)c1ccccc1 | -3 | -1 | x | -8 | 1 | -1 | -1 | -4
COc1ccc(CN2CCN(c3ccccc3)CC2)c(C)c1C | x | 10 | x | x | 1 | x | 9 | -2
Cc1c(C=O)c2ccccc2n1Cc1ccc([N+](=O)[O-])cc1 | -31 | 4 | 0.0 | 2 | -2 | 1 | -8 | -1
CCOc1ccccc1CN1C2CCC1CC(c1ccc(C)cc1)C2 (configuration not stated) | -10 | 8 | x | -19 | 3 | 1 | 0 | -16
CC1CCCN1CCC(C(N)=O)(c1ccccc1)c1ccccc1 (configuration not stated) | -32 | 2 | 0.2 | -8 | 10 | -4 | 14 | -2
CC1CC(C)CC(C)C(O)C(C#N)=CC=CCC(C2CCCC2C(=O)O)OC(=O)CC(O)C(C)C1 (configuration not stated) | -10 | x | -1.4 | u | x | -3 | -13 | x
CCCCn1c(O)c(C(C)=NCc2ccco2)c(=O)[nH]c1=O | -5 | 2 | x | -3 | 3 | -7 | -10 | 8
c1cc2c(cc1N1CCCCC1)C1CC2CCN1 (configuration not stated) | -11 | 2 | -0.4 | -9 | 1 | 1 | -2 | -2
CC1CN=C(NCCc2ccccc2)S1 (configuration not stated) | -15 | x | -0.2 | 2 | x | 9 | x | x
Cc1ccc(-n2c(CNCc3ccc(F)cc3)nc3ccccc3c2=O)cc1 | -12 | -1 | x | x | 2 | 2 | x | 7
O=C1CC(=O)N(c2ccc3c(c2)OCO3)C(=O)N1 | x | 0 | x | 0 | 1 | x | -3 | -21
SMILES | RAD52 anneal inh | PglD DTNB | E-selectin induc | PGC1a acetyl inh | Cneo AK release | ERAP1 HTS inh | miR122 inh | RAD54 branch
N#Cc1cccc(-c2ccc([C@@H]3[C@@H](CO)N4CCCCN(C(=O)Cc5cccnc5)C[C@@H]34)cc2)c1 | -35 | 2 | -0.7 | 10 | 1 | -1 | -6[16.7 µM] | 6
CN=C(SCc1ccccc1)c1c(O)n(C)c(=O)n(C)c1=O | x | -1 | x | -6 | 0 | x | 2 | 11
Cc1ccnc(NC(=O)CCCc2ccc(N(CCCl)CCCl)cc2)n1 | 31 | -4 | -0.1 | x | -2 | 15 | 3 | -11
Cc1cc(/C=C2\C(=O)NC(=S)N(C)C2=O)c(C)n1C1CCCCC1 | x | 0 | -0.2 | 13 | 0 | x | 7 | 2
O=C1NC(=O)C(Cc2ccccc2)C(=O)N1 | 4 | -3 | -0.1 | -10 | -1 | -2 | -2 | -9
O=C(CN1CCN(C(=O)COc2cccc(F)c2)CC1)Nc1ccc(Cl)c(C(F)(F)F)c1 | -26 | -5 | 0.8 | -7 | -1 | -4 | -5 | -9

In the list so far, seven contain an NH in an aromatic ring:
SMILES | RAD52 anneal inh | PglD DTNB | E-selectin induc | PGC1a acetyl inh | Cneo AK release | ERAP1 HTS inh | miR122 inh | RAD54 branch
CC(=NCCCn1ccnc1)c1c(O)n(C2CCCCC2)c(=O)[nH]c1=O | -12 | 10 | -1.5 | x | 1 | -5 | 1 | -5
CC(=NCCCN1CCOCC1)c1c(O)n(-c2ccccc2C)c(=O)[nH]c1=O | x | 3 | x | 6 | 1 | x | 13 | 1
CC(=O)N1CCN(CCN=Cc2c(O)n(-c3ccc(C)cc3)c(=S)[nH]c2=O)CC1 | -16 | -2 | -1.7 | 4 | 0 | -2 | x | 5
O=c1[nH]c(=S)[nH]c(O)c1N=Nc1cc(S(=O)(=O)Nc2ccc(Cl)cc2)ccc1Cl | -14 | 4 | x | -5 | 0 | 2 | -5 | 5
CCOc1cccc(=NC2CCCCC2)c2c(C)[nH]c(C)c12 | 79* | 5 | -2.0 | 2 | 3 | 2 | -19 | 77*
O=c1[nH]c2ccccc2n1C1CCN(C(c2ccccc2OC(F)(F)F)c2nnnn2Cc2ccccc2)CC1 (configuration not stated) | -5 | 0 | 0.1 | -28 | 0 | 1 | 3 | 1
CCCCn1c(O)c(C(C)=NCc2ccco2)c(=O)[nH]c1=O | -5 | 2 | x | -3 | 3 | -7 | -10 | 8

Not all compounds are listed; rates above refer to the full screens.
